M5 antag – CHRM5 antagonism in calcium assay | inhibition, % at 3 µM | 360,000 compounds, 0.59% hits | P08912 | CHO-hM5 cells, Fluo-8 calcium fluorescence, ACh EC80;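 active = inhibition above a per-plate cutoff, the mean of that plate's test compounds plus 3 SD, cut at about 27% in these data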;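 also: 0% = acetylcholine EC80 with DMSO and 100% = DMSO without agonist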
Target sequence (P08912 whole entry, looked up): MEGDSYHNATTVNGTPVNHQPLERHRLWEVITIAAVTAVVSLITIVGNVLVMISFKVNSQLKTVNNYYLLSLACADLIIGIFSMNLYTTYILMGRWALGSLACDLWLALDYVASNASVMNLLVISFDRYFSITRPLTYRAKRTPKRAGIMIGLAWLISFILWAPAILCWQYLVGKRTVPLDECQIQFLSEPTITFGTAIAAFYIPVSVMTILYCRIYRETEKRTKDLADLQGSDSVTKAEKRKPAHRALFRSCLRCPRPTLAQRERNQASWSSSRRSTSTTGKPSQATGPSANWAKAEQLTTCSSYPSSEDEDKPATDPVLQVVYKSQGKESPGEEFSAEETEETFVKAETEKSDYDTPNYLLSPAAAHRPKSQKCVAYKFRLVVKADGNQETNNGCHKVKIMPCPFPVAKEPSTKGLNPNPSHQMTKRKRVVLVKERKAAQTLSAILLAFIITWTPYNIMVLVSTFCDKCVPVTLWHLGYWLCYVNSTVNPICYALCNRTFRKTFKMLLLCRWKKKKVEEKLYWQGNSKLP
CRFR2-BP ag – agonists of human CRF-binding protein/CRF-R2 receptor complex; HEK293 CRF-R2/CRF-BP, calcium dye fluorescence (FLIPR); percent of saturating CRF peptide response; activation, % at 13.2 µM; 350,000 compounds, 0.46% hits;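 active = activation of at least 50%, plus an integration ratio under a set limit after plate pattern correction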;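 also: plate controls were neutral control wells without compound for no effect and CRF at EC100 for full effect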
TAAR1 antagonist – antagonists of human TAAR1 | CHO RD-HGA16 TAAR1, Fluo-8 calcium fluorescence, antagonist | inhibition, % at 3 µM | 360,000 compounds, 1.5% hits | AID 624466;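 active = inhibition above a per-plate cutoff, the mean inhibition of test compounds on that plate plus 3 SD, cut at about 49% in these data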;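 also: 0% = DMSO plus EC80 beta-PEA response and 100% = DMSO alone without agonist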
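Test system: hTAAR1-expressing CHO RD-HGA16 cells, Gα16-coupled; Probe or stimulus: EC80 β-phenethylamine stimulus; Compound dosing: single nominal final test compound concentration of 3 µM; Timing: 140 s kinetic read after compound, 140 s after agonist; Signal: Fluo-8 calcium-sensitive fluorescence; Measure: % inhibition of agonist calcium response; Controls: DMSO and EC80 PEA controls.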
CHRM5 PAM – CHRM5 positive allosteric modulation; 360,000 compounds, 0.3% hits; activation, % at 3 µM; CHO-K1 hM5, Fluo-8 calcium, ACh EC20 PAM; 0% = ACh EC20, 100% = ACh EC100; P08912; AID 624038;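 active = activation above the run cutoff, the mean activation of all test compounds plus 3 SD, cut at about 18% in these data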
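Probe or stimulus: acetylcholine, EC20 level; Assay system: human M5 receptor in CHO-K1 cells; Schedule: compound preincubation 140 s before EC20 acetylcholine addition; Technique: intracellular calcium via Fluo-8 fluorescence; Dosing: single-point, 3 µM nominal; Read-out basis: percent activation from peak-over-basal fluorescence ratio, scaled EC20-to-EC100 acetylcholine; Repeats: one well per compound, no replicates.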
TAAR1 ag – agonists of human TAAR1; 360,000 compounds, 0.99% hits; AID 624467; CHO RD-HGA16 TAAR1, Fluo-8 calcium fluorescence; vehicle wells 0%, saturating PEA agonist 100%; Q96RJ0; activation, % at 3 µM;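 active = activation above the mean activation of all test compounds in the run plus 3 SD, cut at about 38% in these data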
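test system = CHO RD-HGA16 cells carrying human TAAR1 plus Gα16 | schedule = 17-24 h seeding, 75 min 37 °C dye, 30 min RT | compound dosing = 3 µM single concentration | control set = DMSO and PEA EC100 | replicates = n 1 | signal = Fluo-8 fluorescence, 5 s baseline then 140 s kinetic read | measure = percent activation vs PEA EC100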
M1 PAM parental – counter-screen for M1 PAMs: effect in parental CHO-K1 cells. ATP EC20, Fluo-8 calcium fluorescence; 0% at ATP EC20, 100% at ATP max. activation, % at 3 µM. 360,000 compounds, 0.02% hits. AID 602247;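 active = activation above the run cutoff, the mean activation of all test compounds plus 3 SD, cut at about 40% in these data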;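 also: peak over basal fluorescence ratio in a 140 s read after ATP addition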
CRFR2-BP antag – CRF-BP/CRF-R2 complex antagonism | HEK293 CRF-R2/CRF-BP, CRF-induced calcium fluorescence | inhibition, % at 11.8 µM | 350,000 compounds, 0.59% hits | AID 588475;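 active = inhibition of the ligand-induced calcium signal above about 50% at the single tested concentration, limit read from the data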
M4 PAM – potentiates acetylcholine response at human M4 receptor | 360,000 compounds, 0.4% hits | activation, % at 3 µM | P08173 | AID 624126 | CHO-K1 hM4/Gqi5, Fluo-8 calcium fluorescence, ACh EC20; 0% = ACh EC20, 100% = maximal ACh;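 active = activation above its plate's cutoff, the mean activation of sample wells plus 3 SD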; also: some results filed as inactive read as strong as hits
Target sequence (P08173 whole entry, looked up): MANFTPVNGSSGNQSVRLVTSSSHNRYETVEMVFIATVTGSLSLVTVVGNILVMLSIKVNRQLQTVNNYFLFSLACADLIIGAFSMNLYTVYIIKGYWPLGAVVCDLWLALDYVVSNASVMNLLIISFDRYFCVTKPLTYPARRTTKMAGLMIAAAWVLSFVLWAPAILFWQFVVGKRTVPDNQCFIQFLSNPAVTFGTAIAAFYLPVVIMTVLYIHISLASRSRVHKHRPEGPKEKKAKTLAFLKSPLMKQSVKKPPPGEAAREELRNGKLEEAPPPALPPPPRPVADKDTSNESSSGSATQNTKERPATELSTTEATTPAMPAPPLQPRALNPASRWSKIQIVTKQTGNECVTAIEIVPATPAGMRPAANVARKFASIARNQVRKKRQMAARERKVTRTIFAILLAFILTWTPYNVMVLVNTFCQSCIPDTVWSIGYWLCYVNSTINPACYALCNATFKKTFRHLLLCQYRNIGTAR
CHRM5 agonist – CHRM5 agonism in calcium assay; CHO-K1 hM5 cells, Fluo-8 calcium fluorescence; 0% DMSO wells, 100% maximal acetylcholine response; activation, % at 3 µM; 360,000 compounds, 0.19% hits; P08912;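 active = activation above the run's mean over test compounds plus 3 SD, cut at about 23% in these data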;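 also: signal is peak over basal fluorescence ratio across the kinetic read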
* hit, by the source's call; . = not tested or not shown.

SMILES | M5 antag | CRFR2-BP ag | TAAR1 antagonist | CHRM5 PAM | TAAR1 ag | M1 PAM parental | CRFR2-BP antag | M4 PAM | CHRM5 agonist
Cc1cccc(OP(=O)(Oc2ccccc2)OC(c2ccccc2)C(F)(F)F)c1 (configuration not stated) | 6.9 | 0.5 | 50.7* | -10.8 | 0.9 | 26.5 | 15.8 | -7.7 | -3.8
OCC(Br)CBr (configuration not stated) | 4.4 | 1.5 | -11.7 | -0.9 | 1.0 | -7.8 | 13.5 | 5.8 | 3.1
COC(=O)C1=C(c2cc3ccccc3s2)C[C@@H]2CC[C@H]1N2C(=O)NCc1cccc2ccccc12 | 9.8 | 18.1 | -4.5 | -6.7 | 5.6 | -13.9 | 0.5 | 4.2 | 0.3
CCOc1ccccc1-n1c(O)c(C=Nc2c(C)n(C)n(-c3ccccc3)c2=O)c(=O)[nH]c1=O | 7.6 | 0.7 | -12.2 | -1.6 | 3.5 | -10.5 | 14.2 | 3.0 | 0.4
CC1=C2C3OC(=O)C(C)C3CC[C@@]2(C)C=CC1=O (some centres not stated) | 5.9 | -1.1 | -3.2 | -4.5 | 2.0 | 8.8 | -4.6 | 0.9 | -0.7
c1cncc(CNC2=NCCCCC2)c1 | 0.2 | 0.1 | -1.3 | 8.9 | 5.9 | -15.9 | 23.3 | 1.5 | -7.7
Clc1cnc(Oc2ccc(Oc3ncc(Cl)cc3Cl)cc2)c(Cl)c1 | -0.3 | 0.5 | 4.8 | -1.0 | 7.7 | 14.6 | 72.0* | -5.7 | 4.0
COc1cc2c(c(OC)c1OC)-c1ccc(O)cc1C(NC(C)=O)CC2 (configuration not stated) | 6.0 | 2.8 | -4.7 | 7.2 | 1.7 | 16.2 | -4.8 | 8.9 | -2.9
Cc1ccc2c(c1Cl)NC(C(=O)O)C1CC(Sc3ccccc3[N+](=O)[O-])C(Cl)C21 (configuration not stated) | -1.1 | 20.4 | . | 9.2 | . | 24.4 | -22.9 | 4.8 | 10.4
Cc1cc(/C=C2\C(=O)NC(=O)N(c3ccccc3)C2=O)c(C)n1-c1ccc(C(=O)O)c(Cl)c1 | 10.4 | 4.2 | 9.5 | -4.0 | 0.1 | -4.8 | 11.2 | 0.1 | -2.7
CN(C)CCCNCC(=O)Nc1ccc(Cl)cc1C(=O)c1ccccc1 | -2.1 | -1.4 | 6.7 | -22.2 | 0.3 | -5.7 | 1.4 | -3.2 | -15.1
O=c1[nH]c(=O)n(-c2ccc(Br)cc2)c(O)c1C=NCCN1CCCCC1 | -5.7 | -0.7 | -0.9 | -2.0 | 4.4 | 11.4 | -6.5 | -1.6 | -1.7
NC(=O)OCCCc1ccccc1 | 0.4 | -1.9 | -25.4 | 3.5 | 2.1 | 12.4 | -32.6 | 2.1 | 0.4
COc1ccc(CCn2c(O)c(C=NCc3cccnc3)c(=O)[nH]c2=O)cc1OC | 1.5 | -0.9 | 5.4 | -4.8 | 12.2 | 12.5 | 3.4 | 1.4 | -2.0
Cc1ccccc1NC(=O)c1cc(-c2ccccc2)n(CCCN2CCOCC2)c1C | 3.7 | 1.1 | 14.4 | -3.0 | 7.4 | 11.1 | -3.0 | -5.9 | -0.8
CN(CCCCC(=O)/C=N/O)Cc1ccccc1 (tested in a mixture with another compound) | 2.1 | -0.2 | -23.0 | -2.8 | 8.0 | 11.4 | 13.7 | 2.2 | -3.9
Nc1c(C(=O)NCCN2CCOCC2)c2nc3ccccc3nc2n1Cc1ccco1 | -0.1 | 4.4 | -5.1 | 1.1 | 7.0 | 12.3 | -4.3 | 2.4 | 2.3
Cn1c(O)c(C2=NN(C(=O)CCl)C(c3ccccc3)C2)c(=O)n(C)c1=O (configuration not stated) | 6.3 | -5.9 | -5.8 | 3.6 | 0.9 | -21.5 | 5.0 | 2.5 | -0.2
CCCCCCCn1c(=O)c(C(=O)Nc2cnccn2)c(O)c2ccccc21 | 8.2 | 3.4 | -18.2 | 3.8 | 1.1 | 23.1 | -27.4 | -0.6 | 1.6
CC[C@H](C)/C=C(C)/C=C/C1=CC2=C(Cl)C(=O)[C@](C)(OC(C)=O)C(=O)C2=CO1 | 5.5 | 4.8 | . | -3.1 | . | -2.2 | 0.2 | 6.3 | 1.1
CCOC(=O)c1c(N)n(CCN2CCOCC2)c2nc3ccccc3nc12 | 17.0 | -1.0 | -5.9 | -6.6 | 0.4 | 1.4 | -8.7 | 8.6 | -0.2
NP(=O)(OCCCc1ccccc1)Oc1ccc(Cl)cc1 (configuration not stated) | 1.0 | -0.4 | -4.8 | 6.8 | 2.4 | 14.9 | -2.1 | -0.6 | 3.6
CCOC(=O)c1ccc(N2C(=O)CC(N3CC=C(c4ccc(F)cc4)CC3)C2=O)cc1 (configuration not stated) | -1.2 | 4.2 | -4.5 | -2.5 | 9.8 | 0.7 | -10.4 | -8.0 | -10.4
CCOc1cc(C=C2C(=O)NC(=O)NC2=O)ccc1OCC(=O)N1CCOCC1 | 1.4 | 2.1 | -1.6 | 0.3 | 0.0 | 12.0 | 21.1 | -10.0 | -0.1
CCCCCCCCCCCCn1ccc(=N)cc1 | 33.9* | -0.7 | 17.4 | -27.9 | 32.2 | 25.7 | -13.3 | -13.7 | -14.9
(list continues)
SMILES | M5 antag | CRFR2-BP ag | TAAR1 antagonist | CHRM5 PAM | TAAR1 ag | M1 PAM parental | CRFR2-BP antag | M4 PAM | CHRM5 agonist
O=[N+]([O-])c1ccc(NCc2ccc(Cl)cc2)c2ccncc12 | -2.8 | -1.4 | -1.1 | 1.8 | 16.4 | 13.2 | 12.5 | 1.2 | 0.8
COc1ccc(OC(=O)N(C)C[C@@H]2OCc3ccccc3-c3c(n(C)c4ccccc34)C(=O)N([C@H](C)CO)C[C@@H]2C)cc1 | -5.7 | 2.8 | -14.8 | 9.8 | 4.2 | -8.2 | -17.9 | -2.5 | 1.2
CCCCCC(=O)N[C@@H](c1ccccc1)[C@@H](O)C(=O)O[C@H]1C[C@@]2(O)[C@@H](OC(=O)c3ccccc3)C3[C@](C)(C(=O)[C@H](O)C(=C1C)C2(C)C)[C@@H](OC1OCC(O)C(O)C1O)C[C@H]1OC[C@@]31OC(C)=O (some centres not stated) | 0.8 | 2.5 | -22.9 | 0.4 | 1.1 | 4.7 | 15.9 | -5.5 | 1.9
O=C1NCN(c2ccccc2)C12CCN(C(c1ccnc3ccccc13)c1nnnn1Cc1ccccc1)CC2 (configuration not stated) | 9.6 | . | 40.2 | -5.4 | 13.7 | 1.9 | . | -12.1 | 7.2
OCCN(CC#CC(O)(c1ccccc1)C1CCCC1)CCO (configuration not stated) | 4.3 | -1.6 | -7.3 | -15.4 | 9.9 | 12.7 | 10.7 | -9.1 | -7.8
NC(=O)CSc1nnc([C@@H](N)Cc2c[nH]c3ccccc23)o1 | -7.5 | -1.9 | 0.2 | 5.0 | 6.7 | 15.9 | -6.3 | 3.8 | -1.7
O=c1[nH]c2ccccc2n1C1CCN(C(c2cccs2)c2nnnn2-c2ccc3c(c2)OCCO3)CC1 (configuration not stated) | 11.9 | . | 59.0* | -22.1 | 22.6 | 41.9* | . | -8.4 | -1.4
CSCCC(c1nnnn1C(C)(C)C)N1CCC2(CC1)C(=O)NCN2c1ccccc1 (configuration not stated) | 4.4 | . | 45.3 | -13.4 | 10.7 | -2.4 | . | -9.1 | 6.5
CCC1(c2ccccc2)C(=O)NC(=S)NC1=O | 5.1 | -3.4 | -11.5 | -4.9 | 2.0 | 9.7 | 0.2 | 2.3 | 0.4
O=C1NCN(c2ccccc2)C12CCN(C(c1cccc3ccccc13)c1nnnn1C1CCCC1)CC2 (configuration not stated) | -8.7 | . | -13.7 | 6.7 | 3.3 | 20.3 | . | 10.8 | 3.4
CCS(=O)(=O)Nc1cccc(C(=C2CCCCC2)c2cnc[nH]2)c1 | -0.1 | 0.8 | -9.4 | 3.0 | 18.3 | 24.4 | -16.6 | 3.5 | -1.5
COc1ccc(C(=O)N/N=C/C23CC[C@@H](O)CC2(O)CC[C@@H]2[C@@H]3CCC3(C)C(C4=CC(=O)OC4)CCC23O)cc1 (some centres not stated) | 6.0 | 2.0 | -22.6 | -0.8 | 0.5 | -13.6 | -7.5 | -7.5 | 1.2
CC1(C)CC(=O)C=C(NCCN2CCN(C(=O)Cc3ccc(Cl)cc3)CC2)C1 | -4.8 | -2.8 | -21.0 | -2.7 | 1.4 | -3.4 | 3.8 | 10.2 | -10.5
COc1ccc(-n2nc(C(=O)NCC(=O)N3CCC4(CC3)OCCO4)c3ccccc3c2=O)cc1 | 1.2 | -2.7 | -0.3 | 0.1 | 4.2 | 20.9 | 0.4 | 3.7 | 0.4
COC(=O)C1=C(c2ccc(OC(F)(F)F)cc2)C[C@@H]2CC[C@H]1N2C(=O)NCc1cc(C)oc1C(F)(F)F | 0.2 | 0.6 | 10.2 | -8.4 | 1.5 | -11.6 | 18.5 | -13.0 | -2.3
Clc1ccccc1CN1CCNCC1 | 1.6 | -1.6 | -1.6 | 4.0 | 1.3 | 22.3 | 6.2 | 1.2 | -16.5
CN(C)C(=O)Oc1ccc2nnc3ccnn3c2c1 | 3.5 | 3.5 | 10.7 | -7.0 | -1.7 | 6.0 | 6.8 | -5.1 | -2.9
COc1cc(CC(=O)N2C[C@H]3C[C@@H](C2)c2cccc(=O)n2C3)cc(OC)c1OC | 6.9 | 3.0 | -8.0 | -1.6 | 1.9 | 0.8 | 11.7 | 5.2 | 2.5
O=[N+]([O-])c1ccc(-[n+]2c(-c3ccccc3)cc(-c3ccccc3)cc2-c2ccccc2)cc1 | 13.0 | 69.3* | -2.9 | -24.9 | 7.6 | 11.7 | -18.6 | -9.5 | -23.3
C#CC[N+]1(C)[C@@H]2CC[C@H]1CC(OC(=O)C(CO)c1ccccc1)C2 (some centres not stated) | 98.0* | -0.6 | -14.2 | -21.1 | 3.0 | 6.0 | 6.5 | -18.8 | -8.6

Reformatted with two lines to a compound: 4 of the compounds above
Each structure is followed by: M5 antag | CRFR2-BP ag | TAAR1 antagonist | CHRM5 PAM | TAAR1 ag | M1 PAM parental | CRFR2-BP antag | M4 PAM | CHRM5 agonist
CSCCC(c1nnnn1C(C)(C)C)N1CCC2(CC1)C(=O)NCN2c1ccccc1 (configuration not stated)
  4.4 | . | 45.3 | -13.4 | 10.7 | -2.4 | . | -9.1 | 6.5
O=[N+]([O-])c1ccc(-[n+]2c(-c3ccccc3)cc(-c3ccccc3)cc2-c2ccccc2)cc1
  13.0 | 69.3* | -2.9 | -24.9 | 7.6 | 11.7 | -18.6 | -9.5 | -23.3
Clc1ccccc1CN1CCNCC1
  1.6 | -1.6 | -1.6 | 4.0 | 1.3 | 22.3 | 6.2 | 1.2 | -16.5
O=[N+]([O-])c1ccc(NCc2ccc(Cl)cc2)c2ccncc12
  -2.8 | -1.4 | -1.1 | 1.8 | 16.4 | 13.2 | 12.5 | 1.2 | 0.8

Only part of the results is shown. The share of hits here may be higher or lower than overall.
